# SSB-PriA inh – inhibitors of Klebsiella pneumoniae PriA binding to SSB C-terminal tail; 0.6% of 430,000 active; AlphaScreen SSBct-PriA binding, biotinylated peptide; inhibition, % at 33 µM; in the data active = inhibition mostly above about 37%, no sharp cut-off; inactive = mostly below about 20%;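 note: plate controls were negative control peptide for no effect and reference peptide for full effect; strong numbers were not always called active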
# * hit, by the source's call; i = inactive; & = joins results of further samples.
SMILES,SSB-PriA inh
CC(=O)Nc1ccc(SCC(=O)N2CCCc3ccccc32)nn1,-2
O=C(Nc1nnc(SCC(=O)N2CCc3ccccc32)s1)c1c(F)cccc1Cl,26
Nn1c(SCC(=O)NCc2ccccc2)nnc1-c1ccc(Cl)cc1,-5
COc1ccccc1N1CCN(C[C@H](O)COc2cc(C)c(Cl)c(C)c2)CC1,12
O=C(CN1CCCN(Cc2ccccc2Cl)S1(=O)=O)NCc1ccc(Cl)cc1,-28
Cc1cc(C)n(-c2ccc(SCc3cn4ccccc4n3)nn2)n1,-5
CSC1CC2CCC(C1)N2C(=O)Cc1c(F)cccc1Cl (stereo unspecified),-16
O=C(Nc1ccc2ncsc2c1)c1nc2ccccc2s1,-23
CC(=NNc1ccc([N+](=O)[O-])cc1)c1ccc(-n2nncc2C)cc1,-5
Cc1cc(C(F)(F)F)nc(CCNC(=O)c2c(F)cccc2F)n1,-10
CC1CCN(S(=O)(=O)c2nn(Cc3ccccn3)cc2C(=O)O)CC1,1
O=c1[nH]c(=S)c2c(n1Cc1ccccn1)CCCC2,-9
Cc1cc(C)c(C#N)c(SCC(=O)Nc2nsc(-c3ccccc3)n2)n1,-5
CCCCn1c2c(=O)n(C)c(=O)n(C)c2n2c(-c3cc(Br)ccc3OC)nnc12,-8
COc1nc(NN=Cc2ccc(C)cc2)nc(N2CCCCC2)n1,-14
O=C(c1nc2ccccc2s1)N1CCN(c2nc3c(F)cc(F)cc3s2)CC1,-11
O=C(CCS(=O)(=O)c1ccc(F)cc1)OC1CN(c2nc3ccc(F)cc3s2)C1,4
O=C(CSc1ccc2ccccc2n1)c1ccc(Cl)c(Cl)c1,-7
Cc1noc(C)c1CC(=O)Nc1nc(C(=O)N2CCN(c3ccccc3Cl)CC2)co1,1
CCOc1coc(C(=O)Nc2cc(Cl)ccc2C)cc1=O,-15
Cc1cc2ncc3c(n2n1)CCN(C(=O)c1cccn(C)c1=O)C3,-10
CCc1nc2sc(C(c3ccccc3)N3CCC(C(=O)OC)CC3)c(O)n2n1 (stereo unspecified),1
COc1ccc(C(=O)N(Cc2cccnc2)c2nc3c(C)cc(C)cc3s2)cc1OC,-20
COc1ccc(CC(=O)Nc2ccc3c(c2)CCCN3C(=O)c2ccco2)cc1,9
O=C(NCCC1=CCCCC1)c1cnn2c1OCCC2,-17
COc1ccc(C)c2sc(N3CCN(C(=O)C4CCCN4S(=O)(=O)c4cccs4)CC3)nc12 (stereo unspecified),-2
COC(=O)c1ccsc1NC(=O)c1ccc([N+](=O)[O-])s1,-4
O=C(NN=Cc1cccc(O)c1)c1ccc(-n2cnnn2)cc1,-13
Cc1ccc(C(=O)Nc2onc3c2CCC3)cc1C,1
O=C(CCc1ccc(C(F)(F)F)cc1)N(Cc1ccoc1)Cc1cccs1,-22
Cc1cc(OC[C@@H](O)Cn2c(C3CC3)nc3ccccc32)cc(C)c1Cl,-2
O=[N+]([O-])c1ccc(Cl)c(S(=O)(=O)NCCOc2ccc3c(c2)OCO3)c1,31
c1ccc(CNc2nc(N3CCN(c4ccccc4)CC3)nc3ccccc23)cc1,31
CN1C(=O)C(=O)N(CC(=O)O)C1=O,-14
COc1cccc2c(Nc3ccc(Cl)c(F)c3)cc(C(=O)N3CCSCC3)nc12,-7
COc1cc(C=NNC(=O)CN(CCc2ccccc2)S(=O)(=O)c2ccc(NC(C)=O)cc2)cc(OC)c1OC,3
CC(=NOC(=O)c1ccc(Cl)cc1)c1sc(-c2ccccc2)nc1C,-7
CCOC(=O)C1=C(N)Oc2c(oc(CO)cc2=O)C12C(=O)Nc1ccccc12 (stereo unspecified),-7
O=C(NCCn1ncc2c(=O)n(Cc3ccc([N+](=O)[O-])cc3)cnc21)C1CC1,-7
CCc1cc(=O)[nH]c(SCC(=O)NC2CCCC2)n1,-7&-2
COc1ccc(CC(=O)NN=Cc2cccn2-c2ccc([N+](=O)[O-])cc2)cc1OC,40
N#Cc1ccsc1NC(=O)c1cccc(Br)c1,2
CCn1c2ccccc2c2cc(C3N(Cc4ccccc4)CCN3Cc3ccccc3)ccc21,4
CCCc1nnsc1C(=O)Nc1ccc(-n2nnn(CC(=O)NC3CC3)c2=O)cc1,5
COc1ccc(CC(=O)NCCN2CCN(c3ccccc3F)CC2)cc1OC,-15
CC(=O)Nc1ccc(C)cc1S(=O)(=O)N1CCc2nc3ccc(Cl)cn3c(=O)c2C1,-9
O=C(Nc1nnc(-c2ccc(Cl)cc2Cl)s1)c1ccccc1I,-7
Cc1nn(C2CCS(=O)(=O)C2)c2nc(-c3ccco3)cc(C(=O)NCCCn3ccnc3)c12 (stereo unspecified),-3
O=S(=O)(c1cccnc1)N1CCC(CSCc2ccco2)CC1,14
Cc1cc(C(=O)N2Cc3cncnc3C2)c(C)o1,11
O=C(NCCCn1ccc2cccnc21)C1c2ccccc2Oc2ccccc21,2
COc1cc(C(=O)NCc2c(-c3ccc(Cl)cc3)nc3n2CCS3)cc(OC)c1OC,-5
O=C(NCc1ccccc1OC(F)(F)F)c1csc(Nc2ccccn2)n1,-16
CCOc1ccc(S(=O)(=O)NCCN2CCN(c3ccccc3OC)CC2)cc1F,1
CCOc1ccccc1NC(=O)Nc1ccc2c(c1)N(S(C)(=O)=O)CCC2,0
O=C(Nc1nc(-c2cccnc2)cs1)c1ccc2c(c1)OCCO2,-16
COc1ccc(Br)c(C(=O)NCC2CCN(c3ncccc3C#N)CC2)c1,-3
NC(=O)CSc1nnnn1-c1ccccc1,1
Cc1ccc2nc(C3CN(Cc4cccc(Cl)c4)C3)[nH]c2c1,-3
COCCNC(=O)c1c(NC(=O)COc2ccccc2F)sc2c1CCCC2,-12&-9
# Continuation.
SMILES,SSB-PriA inh
Cc1cc(NC(=NS(=O)(=O)c2ccc(Cl)cc2)c2ccc(F)cc2)no1,5
Cn1cccc1C(O)CCNS(=O)(=O)c1ccc(Br)s1 (stereo unspecified),7
Cc1ccc(S(=O)(=O)N(C)CN=C(N)N[N+](=O)[O-])cc1,-17
Cc1ccccc1N(CC(=O)NN=Cc1cc(C)n(-c2ccccc2C)c1C)S(C)(=O)=O,21
COCc1c(C(=O)NN=CC2CC=CCC2)nnn1-c1nonc1N (stereo unspecified),-1
O=C(NCc1ccc(F)cc1)N1CC(c2nc(-c3cccc(C(F)(F)F)c3)no2)C1,-6
CCCCCOc1ccc(C(=O)Nc2nnc(-c3cc(OCC)c(OCC)c(OCC)c3)o2)cc1,-5
O=C(NCCCn1ccnc1)C1CN(C(=O)c2c[nH]c3ccccc23)C1,-10
CC(C)CCN(C)c1ccc(C=Nn2cnnc2)cc1,-11
O=C(NCc1ccc(F)cc1)c1csc(Nc2ccccc2)n1,-8
Cn1ccnc1SCC1CCN(C(=O)CSc2ccc(F)cc2)CC1,4
O=c1[nH]nc(SCc2nc(-c3ccc(F)cc3)no2)n2nc(-c3cccs3)cc12,-14
C[C@H](Oc1ccccc1)C(=O)OCc1cc(-c2cc3ccccc3o2)on1,-3
Cc1c(CCC(=O)O)c(C)n2c(nc3ccccc32)c1C(N)=O,-15
O=C(Nc1ccc2c(c1)OCCO2)c1ccc(CNS(=O)(=O)c2cccc(Cl)c2)cc1,-11

# Rewritten as tab-separated lines: part of the list above.
compound	SSB-PriA inh
COc1ccc(C(=O)N(Cc2cccnc2)c2nc3c(C)cc(C)cc3s2)cc1OC	-20
COc1ccc(CC(=O)Nc2ccc3c(c2)CCCN3C(=O)c2ccco2)cc1	9
O=C(NCCC1=CCCCC1)c1cnn2c1OCCC2	-17
COc1ccc(C)c2sc(N3CCN(C(=O)C4CCCN4S(=O)(=O)c4cccs4)CC3)nc12 (stereo unspecified)	-2
COC(=O)c1ccsc1NC(=O)c1ccc([N+](=O)[O-])s1	-4
O=C(NN=Cc1cccc(O)c1)c1ccc(-n2cnnn2)cc1	-13
Cc1ccc(C(=O)Nc2onc3c2CCC3)cc1C	1
O=C(CCc1ccc(C(F)(F)F)cc1)N(Cc1ccoc1)Cc1cccs1	-22
Cc1cc(OC[C@@H](O)Cn2c(C3CC3)nc3ccccc32)cc(C)c1Cl	-2
O=[N+]([O-])c1ccc(Cl)c(S(=O)(=O)NCCOc2ccc3c(c2)OCO3)c1	31
c1ccc(CNc2nc(N3CCN(c4ccccc4)CC3)nc3ccccc23)cc1	31
CN1C(=O)C(=O)N(CC(=O)O)C1=O	-14
COc1cccc2c(Nc3ccc(Cl)c(F)c3)cc(C(=O)N3CCSCC3)nc12	-7
COc1cc(C=NNC(=O)CN(CCc2ccccc2)S(=O)(=O)c2ccc(NC(C)=O)cc2)cc(OC)c1OC	3
CC(=NOC(=O)c1ccc(Cl)cc1)c1sc(-c2ccccc2)nc1C	-7
CCOC(=O)C1=C(N)Oc2c(oc(CO)cc2=O)C12C(=O)Nc1ccccc12 (stereo unspecified)	-7
O=C(NCCn1ncc2c(=O)n(Cc3ccc([N+](=O)[O-])cc3)cnc21)C1CC1	-7
CCc1cc(=O)[nH]c(SCC(=O)NC2CCCC2)n1	-7&-2
COc1ccc(CC(=O)NN=Cc2cccn2-c2ccc([N+](=O)[O-])cc2)cc1OC	40

# Going on with the list.
SMILES,SSB-PriA inh
COc1ccc(CCNC(=O)NC2CCC(Oc3cnccn3)CC2)cc1 (stereo unspecified),-21
CN(C)C(CNC(=O)NCCc1ccccc1)c1ccsc1 (stereo unspecified),-2
O=C(Nc1ccccn1)c1ccc(S(=O)(=O)N(Cc2ccco2)C2CC2)o1,-7
N#Cc1ccccc1S(=O)(=O)N1CC[C@H](n2ccnn2)C1,-16
COc1ccc(OC)c(CNC(=O)Cc2nnc(-c3ccccn3)o2)c1,-17
COc1ccc(CSCC(=O)NN=Cc2ccc(OCC(=O)N3CCCCC3)cc2)cc1,6
CCc1ccc(NC(=O)Cn2nc3ccc(SC(C)(C)C)nn3c2=O)cc1,-8
O=C(Nc1ccccc1F)c1cc(C2CCN(C(=O)Cn3ncccc3=O)CC2)[nH]n1,0
O=C(CSc1ncc(-c2cccc(Br)c2)o1)Nc1ccc(F)cc1F,-8
COc1cc(=O)n(-c2ccc(C)cc2)nc1C(=O)Nc1ccc(Br)cc1F,-8&4
COc1ccc(C=NNC(=O)CCc2c(C)n[nH]c2C)cc1OC,-17
COc1cc(NC(=O)Oc2ccccc2)ccc1N1CCCC1=O,3
O=C(Nc1ccc(OC(F)F)cc1)Nc1c[nH]c2ccccc12,2
O=C1C2C3C=CC(C3)C2C(=O)N1CCN1CCN(S(=O)(=O)/C=C\c2ccccc2)CC1 (stereo unspecified),-9
O=C(NCCc1ccccc1)c1sccc1S(=O)(=O)N1CCN(c2ccccc2)CC1,-7
Cc1nc2c(C)cccc2cc1C(=O)NN=Cc1ccc(C(=O)O)cc1,-17
N/C(Cc1nc(-c2ccc(Cl)cc2)cs1)=N\O,i
CN(C)c1ccc(CCCNC(=O)C(=O)NCc2ccc(F)cc2)cc1,-11
COc1ccccc1OCC(=O)N1CCOC(c2ccc(C(F)(F)F)cc2)C1 (stereo unspecified),-10
CC[C@@H](C(=O)N1CCC(c2nnc(C(F)(F)F)o2)CC1)c1ccccc1,-13
COc1ccc(C(C)=NNC(=O)CN(c2ccc(OC)cc2)S(=O)(=O)c2ccccc2)cc1,-34
O=C(CSc1ncnc2nc[nH]c12)N1c2ccccc2Sc2ccccc21,-13
O=C(CSc1cn(Cc2ccc(Br)cc2)c2ccccc12)NC1CCCC1,-5
CCOc1ncccc1C(=O)Nc1ccc2c(c1)C(=O)N1CCCC[C@H]1CCO2,5
Cc1ccc(S(=O)(=O)NN=Cc2ccc([N+](=O)[O-])o2)cc1C,-4
CC[C@@](CNS(=O)(=O)c1ccccc1Br)(OC)c1ccccc1,-9
Cc1nc(-n2cccc2)sc1C(=O)NC1CC(O)C(CO)C1 (stereo unspecified),-9
Cc1cccc2[nH]c(C(C)Oc3ccccc3Cl)nc12 (stereo unspecified),-7
O=C(Cn1cnc2ccccc21)N[C@H](c1cccnc1)C1CCOCC1,-29
CCSc1cccc(C(=O)Nc2nc(-c3cccs3)cs2)c1,12
Cn1cccc1-c1noc(CNC(=O)c2cc(=O)[nH]c3ccccc23)n1,11
CC(=O)Nc1ccc(S(=O)(=O)NC[C@H](O)c2ccc3c(c2)CCO3)cc1,-12
CCc1cc(-c2nc(N)ncc2-c2ccc(OC)cc2)c(O)cc1OC,6
COc1cccc(N2CC(NC(=O)N3CCN(c4ccc(F)cc4)CC3)CC2=O)c1 (stereo unspecified),-9
Cc1ccc(C(=O)NN=Cc2sc(=O)n(Cc3cccc(C(=O)O)c3)c2Cl)cc1,-12
CC(=NNc1ccc(S(N)(=O)=O)cc1[N+](=O)[O-])c1ccco1,38
O=C(Nc1cc(C(F)(F)F)ccc1Cl)c1cc(S(=O)(=O)NCc2ccc3c(c2)OCO3)ccc1F,0
COc1ccc(F)cc1S(=O)(=O)N(Cc1cccs1)C1CCOCC1,-25
CCCS(=O)(=O)Nc1ccc(-n2nnn(CCOC)c2=O)cc1,-13
O=C(Nc1ccon1)C1CN(C(=O)c2cnccn2)C1,-5
O=C(NCc1ccnc(-c2ccsc2)c1)NCc1cccc2ccccc12,8
COC(CNC(=O)C(=O)Nc1ccon1)c1ccc(Cl)s1 (stereo unspecified),-23
Cc1ccc2c(c1)C(=O)C(=O)N2CCn1c2ccccc2c2nc3ccccc3nc21,-10
O=C(COc1ccccc1F)NCCCN1CCN(c2ccccc2)CC1,-1
CC(=NNc1ccc(F)cc1F)c1ccc(N2CCOCC2)cc1,28

# Copied from the list.
# `O=C(Nc1ccon1)C1CN(C(=O)c2cnccn2)C1` | SSB-PriA inh: -5
# `CCCS(=O)(=O)Nc1ccc(-n2nnn(CCOC)c2=O)cc1` | SSB-PriA inh: -13

# Further entries:
SMILES,SSB-PriA inh
Cc1ccc(S(=O)(=O)N2CCN(C(=O)CSc3nc(C)nc4sc5c(c34)CCCC5)CC2)cc1,-13&-1
Cc1cccc(-c2nnc(NC(=O)c3ccc4ccccc4c3)s2)c1,14
O=C(CSc1nnc2ccc(-c3cccs3)nn12)Nc1ccc2c(c1)OCO2,-8
COc1ccc(-c2cn3cccnc3n2)cc1NC(=O)CC1CCCCC1,0
N#Cc1ccc(Oc2ccc(C=NO)cn2)cc1,-2
Cc1ccc(C)c(NC(=O)CCC(=O)NN=Cc2ccc[nH]2)c1,-6

# The list is partial; count on the stated rates, not on these rows.
